Assay outcomes as filed in PubChem BioAssay.
TCR act: activates T cell receptor signaling. primary human leukocytes, anti-CD3, IL-2 HTRF, 48 h. Potency, µM (top dose mostly 9.22 µM), without a hit: at the highest dose activation of IL-2 secretion, hits mostly activators. 330,000 tested, under 10 active; further: % of control where 0% means no effect
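Using a-CD3 beads without co-stimulation, primary human leukocytes were exposed to compounds for 48 hr. An HTRF IL-2 kit measured the cytokine, with europium-to-d2 energy transfer producing emission at 665nm upon 320nm excitation.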
TSHR antagonist: human thyrotropin receptor antagonism. activity change, negative = inhibition, % at 11.5 µM. AID 504810. TSHR-expressing cells, TSH-stimulated cAMP HTRF, 2 h; stronger effect = lower value. actives 0.2% (n = 330,000);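 active means activity change below a set negative limit, meaning inhibition stronger than a set level, cut at about -70% in these data; inconclusive means activity change between two set negative limits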; further: on the % scale 0 is the no-effect control and ±100 the full control effect
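Antagonism was scored as loss of TSH-driven cAMP in TSHR cells, stimulated with 4nM TSH (EC80) for 2 hours at 37 deg C and detected by homogeneous HTRF competition immunoassay.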
BCR signal inh: chronic active BCR signaling inhibition. ABC-DLBCL IkBa-CBG/CBR reporter, luminescence ratio, 4 h. Potency, µM (doses to about 46.1 µM), for the others: at the top dose ratio change, negative = lower green/red ratio, hits mostly inhibitors. actives 0.05% (n = 340,000). AID 493014; active means well fitted inhibition curve with a large enough effect in the signal ratio, with a control signal flat, not every such curve was filed as active; inconclusive means small, poorly fitted or top-dose-only effect, or effect the other way, or a change in a side signal; the % refers to the signal ratio;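 further: potency means the concentration at half of the fitted maximal effect; plate controls were basal doxycycline-induced cells for no effect and cells given 10 µM MG132 for full effect; MG132 reads +100%, hits lower the ratio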
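Doxycycline induced both beetle luciferases in TMD8 lymphoma cells; IKK-driven degradation limits the IkappaBalpha-fused green signal, while red luminescence normalises for cell number and nonspecific effects. Compounds tested up to 46 uM, 4 hrs.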
S-ASM inh: human S-ASM enzyme inhibition. P17405. Potency, µM (top dose mostly 57.5 µM), without a hit: top-dose activity change, negative = inhibition, actives largely listed as inhibitors. placental ASM, HMU-PC fluorogenic substrate, 60 min. actives 0.006% (n = 340,000); further: potency means the concentration at half of the fitted maximal effect
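Fluorogenic HMU-PC substrate (9 uM final) is turned over by placental ASM in 60 min at 37 C after a 10 min compound preincubation. Reaction ended by alkaline stop (pH 10), with fluorescence read at 386/447 nm.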
a7 integrin act: activators of alpha7 integrin expression for muscular dystrophy; actives 0.064% (n = 350,000); alpha7betagal myoblasts, beta-gal FDG fluorescence, 48 h; Potency, µM (top dose mostly 38.3 µM), for the others: at the highest dose activation, actives largely listed as activators;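 further: potency means the concentration at half of the fitted maximal effect; 100% = response of the positive control SU9516; nearly all actives have a fitted effect of over 60% in size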
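alpha7betagal+/- myoblasts (passage 13, 250/well) treated 48 h at 37C with compounds at 1:260 dilution of DMSO stock. Lysed, then beta-galactosidase activity read as FDG fluorescence (ex 480/em 540) after 30 min, with pre-read for autofluorescence.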
PTAP TSG101 blk: blocks PTAP/TSG101 interaction to inhibit HIV-1 budding | Potency, µM (titrated, usually from 115 µM), for inactives: at the highest dose activity change, negative = inhibition, usual class: inhibitors | 340,000 tested, under 10 active | Q99816 | Fluorescence polarization, FITC-PTAP peptide / Tsg101 binding; active means well fitted inhibition curve with a large enough effect in the main read-out, with a control signal flat, not every such curve was filed as active; inconclusive means small, poorly fitted or top-dose-only effect, or effect the other way, or a change in a side signal; inactive means no such curve, though single readings can be large or run the other way; further: potency means the concentration at half of the fitted maximal effect; % of control where 0% means no effect
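FP read-out: FITC-PTAP peptide, 50 nM final, binding Tsg101 binding domain, 10 uM final; 20 min, r.t.; 10 mM HEPES pH 7.5, 0.15 M NaCl, 0.01% Tween 20, 3 mM EDTA, 0.1 mM TCEP.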
ELG1 repair inh: inhibitors of ELG1-dependent DNA repair in HEK293T cells; HEK293T ELG1-luciferase reporter, luminescence, 16 h; DNA damage induced by 5-fluorouridine; Potency, µM (highest dose often 46.1 µM), for the others: at the highest dose activity change, negative = inhibition, most hits filed as inhibitors; actives 2.3% (n = 330,000); AID 504467; further: potency means the concentration at half of the fitted maximal effect; on the % scale 0 is the no-effect control and ±100 the full control effect; nearly all actives have a fitted effect of over 55% in size
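Overnight (16 hr) co-exposure of 2,000 cells/well to 5-fluorouridine and compound at 37 °C preceded detection. Luciferase was quantified via ONE-Glo luminescence; loss of signal denotes inhibition.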
Tb PFK block: inhibitors of T. brucei phosphofructokinase. O15648. T. brucei PFK, ADP-Glo luminescence. Potency, µM (titrated, usually from 57.5 µM), for the others: at the top dose activity, negative = inhibition, most hits filed as inhibitors. actives 0.17% (n = 330,000);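 further: potency means the concentration at half of the fitted maximal effect; 0% = uninhibited 1x PFK enzyme wells and -100% = no-enzyme wells; nearly all actives have a fitted effect of over 60% in size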
Target sequence (O15648 whole entry, looked up): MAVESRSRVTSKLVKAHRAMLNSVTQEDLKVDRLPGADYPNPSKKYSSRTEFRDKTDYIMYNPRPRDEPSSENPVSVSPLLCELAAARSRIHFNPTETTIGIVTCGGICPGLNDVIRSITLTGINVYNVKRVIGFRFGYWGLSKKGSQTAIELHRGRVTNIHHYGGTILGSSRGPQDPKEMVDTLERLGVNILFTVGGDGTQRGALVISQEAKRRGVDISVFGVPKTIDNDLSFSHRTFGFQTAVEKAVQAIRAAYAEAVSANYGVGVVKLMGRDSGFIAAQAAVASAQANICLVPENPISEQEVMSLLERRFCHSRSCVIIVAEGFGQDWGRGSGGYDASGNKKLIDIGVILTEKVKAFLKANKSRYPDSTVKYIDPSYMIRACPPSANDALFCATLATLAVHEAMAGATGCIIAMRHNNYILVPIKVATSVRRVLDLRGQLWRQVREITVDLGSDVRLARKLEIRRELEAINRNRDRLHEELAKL
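In TEA buffer at pH 8.0 with 5 mM MgCl2, enzyme (1.25 nM) converted F6P (0.5 mM) and ATP (0.1 mM) for 45 min at room temperature. ADP product was read by luciferase luminescence.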
A-T KAP1 phos: potential ataxia-telangiectasia treatment; Potency, µM (doses to about 57.5 µM), for inactives: at the top dose activation, usual class: activators; actives 0.19% (n = 320,000); AID 485349; […] A-T fibroblasts, KAP-1 phosphorylation AlphaLISA; neocarzinostatin DNA damage 30 min before lysis; further: potency means the concentration at half of the fitted maximal effect; % of control where 0% means no effect; nearly all actives have a fitted effect of over 45% in size
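ATM-like activity read as KAP-1 phosphorylation via AlphaLISA donor/acceptor antibody pairs after lysis and 6 hr at 25C. Cells were ATM-null patient fibroblasts ([…], hTERT), dosed 60 min, then exposed to the DSB inducer NCS for 30 min.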
Eya2 inh: blocks the phosphatase activity of human Eya2. O00167. recombinant Eya2, OMFP fluorescence dephosphorylation (OMFP is methylfluorescein phosphate). Potency, µM (doses to about 76.9 µM), inactives show top-dose activity, negative = inhibition, most hits filed as inhibitors. actives 0.006% (n = 330,000). AID 488837; further: potency means the concentration at half of the fitted maximal effect; on the % scale 0 is the no-effect control and ±100 the full control effect
Target sequence (O00167 whole entry, looked up): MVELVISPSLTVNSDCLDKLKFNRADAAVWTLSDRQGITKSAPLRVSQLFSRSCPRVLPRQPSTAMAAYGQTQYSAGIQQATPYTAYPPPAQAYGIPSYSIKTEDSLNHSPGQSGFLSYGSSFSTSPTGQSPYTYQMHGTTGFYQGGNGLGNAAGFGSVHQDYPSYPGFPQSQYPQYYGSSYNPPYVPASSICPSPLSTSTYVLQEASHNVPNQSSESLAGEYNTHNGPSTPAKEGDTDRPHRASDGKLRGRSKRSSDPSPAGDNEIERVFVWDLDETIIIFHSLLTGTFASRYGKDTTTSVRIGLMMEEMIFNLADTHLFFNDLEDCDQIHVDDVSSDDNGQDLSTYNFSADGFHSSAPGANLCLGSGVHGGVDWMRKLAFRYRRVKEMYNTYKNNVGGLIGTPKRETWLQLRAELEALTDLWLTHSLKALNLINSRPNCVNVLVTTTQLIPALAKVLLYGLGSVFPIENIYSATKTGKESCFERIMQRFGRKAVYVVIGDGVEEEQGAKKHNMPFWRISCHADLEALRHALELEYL
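Eya2 (0.2 uM) preincubated 10 min at ambient with compound, then OMFP substrate added at 50 uM; 10 min reaction in 50 mM HEPES pH 7.5, 50 mM NaCl, 5 uM MgCl2, 0.05% BSA, 1 mM DTT. Fluorescence read at Ex 485/Em 525 nm.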
Mito fusion yeast: blocks mitochondrial division or promotes mitochondrial fusion; S. cerevisiae fusion-defective mutant growth rescue, CellTiterGlo 48 h; Potency, µM (doses to about 46.1 µM), for the others: at the top dose growth rescue (activation), hits mostly activators; actives 0.23% (n = 320,000); AID 485298;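 further: potency means the concentration at half of the fitted maximal effect; % of control where 0% means no effect; nearly all actives have a fitted effect of over 45% in size; temperature-sensitive fusion mutants such as fzo1-1 at 37 °C on non-fermentable ethanol glycerol medium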
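Yeast fusion mutant, YPEG (non-fermentable carbon), compound, 48 h at 37C non-permissive; CellTiterGlo added, 10 min RT, luminescence read. Rescued growth = division inhibition.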
Starred values were filed as active, the others as inactive; [ ] = another dose, or the depositor's remark. Unless noted, the call rests on the fitted dose curve; in most records, active means well fitted curve in the direction sought with a large enough effect; inconclusive means small, poorly fitted or top-dose-only effect, or another doubt; inactive means no such curve, though single readings can be large; an effect the other way counts as inactive or inconclusive.

`O=C(Nc1cccc(Cl)c1)Nc1ccc2nccnc2c1` gave TCR act 4.6%, TSHR antagonist -6.7, BCR signal inh -11.7%, S-ASM inh 53.3%[activator], a7 integrin act -30.1%, PTAP TSG101 blk -1.0%, ELG1 repair inh inconclusive, Tb PFK block -3.6%, A-T KAP1 phos -4.3%, Eya2 inh -3.5% and Mito fusion yeast -5.5%.
COc1ccc(CCN(Cc2nc(-c3ccccc3)no2)Cc2nc(-c3ccccc3)no2)cc1OC was read as TCR act -6.1%, TSHR antagonist -3.0, BCR signal inh -0.6%, S-ASM inh -8.7%, a7 integrin act 5.9%, PTAP TSG101 blk 1.4%, ELG1 repair inh inconclusive, Tb PFK block -3.7%, A-T KAP1 phos -8.6%, Eya2 inh -2.4% and Mito fusion yeast -6.0%.
O=C(CSc1ccc([N+](=O)[O-])cn1)Nc1ccc2[nH]c(=O)[nH]c2c1 was read as TCR act 5.6%, TSHR antagonist -3.8, BCR signal inh -13.9%, S-ASM inh -0.8%, a7 integrin act -27.0%, PTAP TSG101 blk -10.3%, ELG1 repair inh 8.8%, Tb PFK block 0.9%, A-T KAP1 phos 7.0%, Eya2 inh 9.8% and Mito fusion yeast -0.6%.
`Nc1nonc1C(=O)N/N=C\c1cc2c(cc1Cl)OCO2` gave TCR act 12.0%, TSHR antagonist -0.8, BCR signal inh inconclusive, S-ASM inh 0.1%, a7 integrin act 0.0%, PTAP TSG101 blk -0.3%, ELG1 repair inh inconclusive, Tb PFK block -9.9%, A-T KAP1 phos 0.9%, Eya2 inh 0.8% and Mito fusion yeast -1.3%.
`C[C@H](CO)N1C[C@H](C)[C@@H](CN(C)C(=O)Nc2ccc(F)cc2)Oc2ccc(NS(C)(=O)=O)cc2C1=O` gave TCR act -8.5%, TSHR antagonist 4.3, BCR signal inh 0.2%, S-ASM inh 1.1%, a7 integrin act 8.0%, PTAP TSG101 blk -3.8%, ELG1 repair inh 10.0%, Tb PFK block 2.2%, A-T KAP1 phos 3.8% and Eya2 inh -2.0%.
`COc1ccc(/C=N/NC(=O)C2C(=O)NCC2c2ccccc2)c(OC)c1` (stereo not drawn) gave TCR act -2.0%[46.1 µM], TSHR antagonist 2.1, BCR signal inh -12.9%, S-ASM inh 1.4%, a7 integrin act 6.7%, PTAP TSG101 blk -5.3%, ELG1 repair inh -3.5%, Tb PFK block 4.4%, A-T KAP1 phos 3.2%, Eya2 inh -4.6% and Mito fusion yeast 6.1%.
COc1ccc(C(=O)NCCc2nc3cc([N+](=O)[O-])ccc3n2C)cc1 was read as TCR act 1.3%, TSHR antagonist 5.7, BCR signal inh 4.5%, S-ASM inh -2.3%, a7 integrin act 11.9%, PTAP TSG101 blk 0.7%, ELG1 repair inh -1.5%, Tb PFK block -16.3%, A-T KAP1 phos -2.7%, Eya2 inh -7.3% and Mito fusion yeast 5.0%.
`CS(=O)(=O)N(CC(=O)Nc1ccccc1C(=O)NCc1ccco1)c1ccc2c(c1)OCCO2` gave TCR act 0.4%, TSHR antagonist -2.4, BCR signal inh inconclusive, S-ASM inh 2.9%, a7 integrin act 7.1%, PTAP TSG101 blk -5.1%, ELG1 repair inh inconclusive, Tb PFK block 1.8%, A-T KAP1 phos 0.9%, Eya2 inh 0.3% and Mito fusion yeast -2.9%.
`COc1cc(OC)cc(C(=O)NCC(=O)NCC(c2ccco2)N2CCCCC2)c1` (stereo not drawn) gave TCR act 8.6%, TSHR antagonist 10.3, BCR signal inh 0.1%, S-ASM inh 2.1%, a7 integrin act 0.4%, PTAP TSG101 blk -2.7%, ELG1 repair inh 4.8%, Tb PFK block 2.5%, A-T KAP1 phos 7.8%, Eya2 inh 1.4% and Mito fusion yeast 1.8%.
For CCOC(=O)C1=C(COC(=O)/C=C/c2ccco2)NC(=O)NC1C (stereo not drawn) the results were TCR act 6.4%, TSHR antagonist 17.7, BCR signal inh -22.5%, S-ASM inh 1.6%, a7 integrin act 3.1%, PTAP TSG101 blk -6.6%, ELG1 repair inh 13.2%, Tb PFK block inconclusive, A-T KAP1 phos 5.4%, Eya2 inh -8.9% and Mito fusion yeast 17.7%.
`CCN1CCN(C(=O)C2c3cc(OC)c(OC)cc3C(=O)N(C)C2c2ccc(SC)cc2)CC1` (stereo not drawn) gave TCR act 1.6%, TSHR antagonist -4.5, BCR signal inh 1.7%, S-ASM inh -2.0%, a7 integrin act -2.8%, PTAP TSG101 blk -4.2%, ELG1 repair inh inconclusive, Tb PFK block -2.6%, A-T KAP1 phos -0.9%, Eya2 inh 4.5% and Mito fusion yeast 0.9%.
Screening CC(Nc1nc(-c2ccccc2F)nc2ccccc12)c1ccccc1 (stereo not drawn) returned TCR act -5.6%, TSHR antagonist 5.4, BCR signal inh inconclusive, S-ASM inh -8.6%, a7 integrin act 18.4%, PTAP TSG101 blk -1.0%, ELG1 repair inh -15.2%, Tb PFK block -0.2%, A-T KAP1 phos -16.2%, Eya2 inh 5.2% and Mito fusion yeast -6.3%.
Screening COC(=O)C1(C)Cc2cc(OC(C)=O)c(OC(C)=O)cc2N1 (stereo not drawn) returned TSHR antagonist 4.9, BCR signal inh inconclusive, ELG1 repair inh 18.3%, Tb PFK block -8.4%, A-T KAP1 phos -2.9%, Eya2 inh -22.7% and Mito fusion yeast -9.1%.
`CC1CC1C(=O)OCC(=O)Nc1cccc(Br)c1` (stereo not drawn) gave TCR act 4.5%, TSHR antagonist 5.4, BCR signal inh 14.3%, S-ASM inh -1.6%, a7 integrin act 0.0%, PTAP TSG101 blk -2.1%, ELG1 repair inh 17.1%, Tb PFK block 9.8%, A-T KAP1 phos -1.8%, Eya2 inh 20.1% and Mito fusion yeast 5.2%.
For CC(C)NC(=O)c1cc(=O)n(C)c(=O)n1C the results were TCR act -2.4%, TSHR antagonist -0.5, BCR signal inh -0.5%, S-ASM inh -0.3%, a7 integrin act 0.6%, PTAP TSG101 blk -2.7%, ELG1 repair inh 29.3%, Tb PFK block 1.0%, A-T KAP1 phos 4.9%, Eya2 inh -2.5% and Mito fusion yeast -1.8%.
Screening O=C(NCc1ccc(Cl)cc1)c1ncn[nH]1 returned TCR act 1.1%, TSHR antagonist -9.8, BCR signal inh 2.0%, S-ASM inh -0.6%, a7 integrin act 11.2%, PTAP TSG101 blk -1.3%, ELG1 repair inh 3.3%, Tb PFK block -0.2%, A-T KAP1 phos 0.2%, Eya2 inh 9.9% and Mito fusion yeast 9.2%.
For N#Cc1c(-c2ccccc2)nc(SCC(=O)Nc2ccc(OC(F)(F)Cl)cc2)[nH]c1=O the results were TCR act -5.0%, TSHR antagonist -9.8, BCR signal inh 4.5%, S-ASM inh -1.2%, a7 integrin act 3.9%, PTAP TSG101 blk -8.5%, ELG1 repair inh inconclusive, Tb PFK block -1.0%, A-T KAP1 phos 10.0%, Eya2 inh -9.6% and Mito fusion yeast -1.0%.
Screening CCOC(=O)c1sc(=S)n(-c2ccccc2Cl)c1C returned TCR act -4.8%, TSHR antagonist -10.4, BCR signal inh 1.5%, S-ASM inh -0.3%, a7 integrin act -42.0%, PTAP TSG101 blk -6.4%, ELG1 repair inh 14.4%, Tb PFK block 2.2%, A-T KAP1 phos 5.3%, Eya2 inh 5.0% and Mito fusion yeast -6.8%.
Nc1nc(SCC(=O)Nc2ccc(Cl)cn2)n[nH]1 was read as TCR act -3.3%, TSHR antagonist 6.2, BCR signal inh 1.1%, S-ASM inh -1.9%, a7 integrin act 18.1%, PTAP TSG101 blk -3.0%, ELG1 repair inh 2.3%, Tb PFK block 0.9%, A-T KAP1 phos -0.2%, Eya2 inh 0.8% and Mito fusion yeast -1.1%.
Screening O=C(OC(C(=O)NCC1CCCO1)c1ccccc1F)c1ccco1 (stereo not drawn) returned TCR act -15.5%, TSHR antagonist -1.0, BCR signal inh inconclusive, S-ASM inh 5.1%, a7 integrin act -22.3%, PTAP TSG101 blk -9.1%, ELG1 repair inh 0.2%, Tb PFK block 3.6%, A-T KAP1 phos 9.8%, Eya2 inh 3.2% and Mito fusion yeast 1.3%.

No enrichment for hits, and some 3.2% of all compounds hit somewhere here.
